ELG1 genotoxic: induces genotoxicity in HEK293T cells with luciferase-tagged ELG1; HEK293T ELG1-luciferase reporter, luminescence, 16 h; Potency, µM (top dose mostly 46 µM), inactives show at the top dose activity change, positive = activation, hits mostly activators; 330,000 compounds, 1.3% hits; also: % of control where 0% means no effect; nearly all actives have a fitted effect of over 60% in size
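Genotoxic stress is detected as increased luminescence from luciferase-tagged ELG1 in HEK293T cells, measured with ONE-Glo after a 16 hr treatment at 37 °C.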
VP16 counter: Gal4-VP16 reporter inhibition counter-screen; Drosophila S2 Gal4-VP16 UAS-luciferase, luminescence, 20 h; Potency, µM (doses to about 53.6 µM), without a hit: at the highest dose activity, negative = inhibition, actives largely listed as inhibitors; 310,000 compounds, 3.5% hits;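 also: Gal4-VP16 expression switched on by copper sulfate through the metallothionein promoter; % is scaled to controls: 0 for no effect and ±100 for the full control effect; nearly all actives have a fitted effect of over 50% in size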
NPC1 prom act: activates the NPC1 promoter. Huh7 NPC1 promoter luciferase reporter, 24 h. Potency, µM (highest dose often 9.22 µM), without a hit: at the highest dose activation, hits mostly activators. 320,000 compounds, 2.4% hits;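 also: % of control where 0% means no effect; nearly all actives have a fitted effect of over 60% in size; reporter is driven by a mutant NPC1 promoter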
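Cells: Huh7 expressing luciferase under the NPC1 promoter, 1500/well. Seeded 2 h, compound added, incubated 24 h at 37 °C. Luciferase reagent, 10 min ambient, then luminescence.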
FLuc counter: inhibits or activates purified firefly luciferase, miR-21 counter-screen. P08659. purified FLuc, Km substrates, luminescence inhibition. Potency, µM (top dose mostly 57.5 µM), without a hit: top-dose activity change, negative = inhibition, most hits filed as inhibitors. 360,000 compounds, 6.9% hits. AID 588342;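 also: plate controls were vehicle for no effect and reference inhibitor for full effect; nearly all actives have a fitted effect of over 55% in size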
Target sequence (P08659 whole entry, looked up): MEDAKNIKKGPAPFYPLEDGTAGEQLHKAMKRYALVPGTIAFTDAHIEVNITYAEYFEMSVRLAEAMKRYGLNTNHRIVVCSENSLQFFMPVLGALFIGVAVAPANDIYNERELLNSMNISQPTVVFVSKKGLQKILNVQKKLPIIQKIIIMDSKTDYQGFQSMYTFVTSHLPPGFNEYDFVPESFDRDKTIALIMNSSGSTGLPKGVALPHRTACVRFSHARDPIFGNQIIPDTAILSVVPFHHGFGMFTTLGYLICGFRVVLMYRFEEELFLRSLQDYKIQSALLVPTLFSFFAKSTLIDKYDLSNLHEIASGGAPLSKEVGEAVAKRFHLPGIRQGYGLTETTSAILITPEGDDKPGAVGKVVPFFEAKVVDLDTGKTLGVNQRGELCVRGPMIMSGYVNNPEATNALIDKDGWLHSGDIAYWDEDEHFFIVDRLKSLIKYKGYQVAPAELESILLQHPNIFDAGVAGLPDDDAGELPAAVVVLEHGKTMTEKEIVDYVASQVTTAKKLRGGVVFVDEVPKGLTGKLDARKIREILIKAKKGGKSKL
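Purified P. pyralis luciferase, 10 nM final, with Km-level 10 uM D-luciferin and 10 uM ATP in 50 mM Tris acetate pH 7.5, 10 mM Mg acetate, 0.01% Tween-20, 0.05% BSA; 6-point qHTS titration about 60 µM downward; luminescence read.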
MBNL1-CUG inh: inhibitors of human MBNL1 binding to CUG repeat RNA; Q9NR56; TR-FRET MBNL1-His/biotin-(CUG)12 binding, 665/545 ratio; Potency, µM (series often up to 57.5 µM), inactives show at the top dose activity change, negative = inhibition, usual class: inhibitors; 280,000 compounds, 0.036% hits; AID 2675; active = well fitted inhibition curve with a large enough effect in the signal ratio, with a control signal flat, not every such curve was filed as active; inconclusive = small, poorly fitted or top-dose-only effect, or effect the other way, or a change in a side signal; inactive = no such curve, though single readings can be large or run the other way; the % refers to the signal ratio; also: % is scaled to controls: 0 for no effect and ±100 for the full control effect
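Inhibition of protein-RNA binding appears as loss of TR-FRET between terbium anti-His antibody on MBNL1-His and streptavidin-XL665 on biotin-(CUG)12. Activity is normalized to buffer-only and uninhibited-complex controls.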
p53 reactivation: re-activators of mutant p53; H1299 p53-A138V BP100-luciferase reporter, luminescence, 24 h; Potency, µM (doses to about 92.2 µM), for inactives: at the highest dose activity change, positive = activation, usual class: activators; 320,000 compounds, 0.063% hits; also: % of control where 0% means no effect; nearly all actives have a fitted effect of over 45% in size
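H1299 (p53-null), stable ts p53-A138V + BP100-Luc; 1000 cells/well, Opti-MEM/10% FBS; cpd 4 pt, 1:5; 24 h, 37 deg C, 5% CO2; detection reagent 10 min RT; luminescence.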
RORgamma inh: ROR gamma (mouse) transcription inhibition; AID 2551; Potency, µM (titrated, usually from 53.6 µM), without a hit: top-dose activity change, negative = inhibition, actives largely listed as inhibitors; P51450; Drosophila S2 Gal4-RORgamma UAS-luciferase reporter, 20 h; 310,000 compounds, 5.4% hits; also: % is scaled to controls: 0 for no effect and ±100 for the full control effect; nearly all actives have a fitted effect of over 60% in size
Target sequence (P51450 whole entry, looked up, the tested form may be a part): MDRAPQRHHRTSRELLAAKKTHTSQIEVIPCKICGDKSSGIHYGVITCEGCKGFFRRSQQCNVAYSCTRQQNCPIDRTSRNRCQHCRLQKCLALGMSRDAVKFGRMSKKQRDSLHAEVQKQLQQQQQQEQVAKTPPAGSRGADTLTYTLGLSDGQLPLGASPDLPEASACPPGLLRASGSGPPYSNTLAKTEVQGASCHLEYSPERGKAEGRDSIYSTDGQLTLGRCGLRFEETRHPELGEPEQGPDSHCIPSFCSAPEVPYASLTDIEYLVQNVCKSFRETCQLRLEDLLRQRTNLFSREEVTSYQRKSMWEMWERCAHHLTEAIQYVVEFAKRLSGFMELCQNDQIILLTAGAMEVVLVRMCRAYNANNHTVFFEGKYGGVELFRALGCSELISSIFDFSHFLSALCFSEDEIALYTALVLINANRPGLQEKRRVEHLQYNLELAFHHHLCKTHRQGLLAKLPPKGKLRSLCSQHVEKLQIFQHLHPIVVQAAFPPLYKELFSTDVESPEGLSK
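Read-out: Photinus luciferase luminescence; inhibitors lower reporter signal. Insect Schneider cells with Gal4-ROR gamma fusion under metallothionein promoter, UAS reporter; 700 uM final copper sulfate induction, 20 hr, ambient temperature.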
uPA generation: cell surface uPA generation inhibition; cell surface uPA generation assay, qHTS; Potency, µM (highest dose often 38.3 µM), for inactives: at the highest dose activity change, negative = inhibition, most hits filed as inhibitors; 330,000 compounds, 0.31% hits; AID 540303; active = well fitted inhibition curve with a large enough effect; inconclusive = small, poorly fitted or top-dose-only effect; inactive = no such curve, though single readings can be large or run the other way; tested in mouse RAW 264.7 cells; also: % is scaled to controls: 0 for no effect and ±100 for the full control effect; nearly all actives have a fitted effect of over 55% in size
BRCA1 expr up: increases BRCA1 expression. MCF7-BRCA1-FFLuc reporter, luminescence, 48 h; response scale: scaled: vehicle 0%, 10 µM genistein 100%. 380,000 compounds, 1.1% hits. Potency, µM (titrated, usually from 46.1 µM), without a hit: at the highest dose activation, actives largely listed as activators; also: nearly all actives have a fitted effect of over 80% in size; some results filed as inactive show a strong effect at the top dose
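Reporter cells (MCF7, BRCA1 promoter-firefly luciferase) received library compounds across a concentration series for 48 h. End-point luminescence was measured and concentration-effect curves derived after normalization.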
Rab9 promoter act: activates the Rab9 promoter. AID 485297. 320,000 compounds, 2.8% hits. Potency, µM (top dose mostly 9.22 µM), inactives show top-dose activation, negative = inhibition, hits mostly activators. Huh7 Rab9 promoter-luciferase reporter, luminescence, 24 h; also: % of control where 0% means no effect; nearly all actives have a fitted effect of over 60% in size
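Using Huh7 cells stably transfected with Rab9 promoter–luciferase, compounds were incubated 24 h at 37 °C, 5% CO2; luciferase luminescence was read 10 min after reagent addition.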
* marks the source's active call; other numbers are inactive results; ? = inconclusive; . = no result given; & = joins results of further samples; [ ] = dose if it differs, or a comment. Unless noted, calls follow the shape of the dose curve; as a rule, active = well fitted curve in the direction sought with a large enough effect; inconclusive = small, poorly fitted or top-dose-only effect, or another doubt; inactive = no such curve, though single readings can be large; an effect the other way counts as inactive or inconclusive. Potency is read from the fitted curve at half-maximal effect. Hits appear at their usual frequency, and some 13% of all compounds hit somewhere here.

SMILES	ELG1 genotoxic	VP16 counter	NPC1 prom act	FLuc counter	MBNL1-CUG inh	p53 reactivation	RORgamma inh	uPA generation	BRCA1 expr up	Rab9 promoter act
COC(=O)C1=C(C(=O)OC)[C@@H]2N(Cc3ccccc3)c3ccccc3[C@@]23C[C@@H](C(=O)OC)N(C(=O)c2ccc(Br)cc2)C3=N1	2%	6%	-22%	4%	33%[activator]	.	?	?	-55%	-8%
O=C(Nc1ccc(F)cc1)c1ccc2ncsc2c1	?	6%	2.2µM*	24µM*	-6%	20%	-1%	4%	51%	3.5µM*
CC(=O)Nc1ccc(NS(=O)(=O)c2ccc(-c3csc(C)n3)s2)cc1	1%	-5%	-3%	0%	.	3%	21%	-3%	0%	-4%
Cc1cc(S(=O)(=O)NCc2cccs2)ccc1-n1cnnn1	1%	?	-2%	-1%	-2%	-6%	11%	5%	-9%	-4%
O=C(/C=C/c1cccc([N+](=O)[O-])c1)NC(=S)Nc1ccccc1C(=O)O	0%	?	0%	?	0%	-15%	?	.	.	-4%
COc1ccc(C(CC(=O)O)NS(=O)(=O)c2ccc3c(c2)N(C(C)=O)CC(C)O3)cc1 (stereo not given)	0%	-10%	1%	3%	2%	11%	-1%	0%	6%	-1%
CC1=C(C(=O)NC(C)c2ccccc2)C2(CCC(C)CC2)OC1=O (stereo not given)	-1%	1%	-4%	0%	-8%	-2%	27%	-9%	5%	1%
O=[N+]([O-])c1ccc(N2CCN(c3ccc(F)cc3)CC2)nc1	2%	-11%	-4%	-1%	3%	1%	10%	-10%	14%	-1%
O=C(Nc1ccc(Oc2c(F)c(F)c(F)c(F)c2F)cc1)OC1CCN2Cc3ccccc3N=C12 (stereo not given)	-11%	?	-32%[inhibitor]	-5%	-4%	6%	0.71µM*	-12%	-107%	-10%
CNC(=O)c1sc(Nc2ccc(OCc3ccccc3)cc2)nc1C	-20%	?	-6%	?	5%	-2%	?	-1%	-32%	-4%
COc1cccc(N(C(=O)c2snc(C(N)=O)c2N)C(C(=O)NCc2ccccc2)c2ccc(O)cc2)c1 (stereo not given)	-15%	-6%	-4%	1%	5%	-4%	23%	0%	-53%	18%
O=C(Cc1csc(NC(=O)Nc2ccc(Cl)cc2)n1)NCc1cccnc1	0%	.	24%	3µM*	.	15%	.	-3%	57%	24%
CCCOc1cccc(C2C(C(=O)c3ccco3)=C(O)C(=O)N2CCCn2ccnc2)c1 (stereo not given)	7%	-4%	-5%	-1%	3%	13%	0%	-19%	1%	0%
Cc1ccc(C)c2[nH]c(=O)c(C(c3nnnn3CCc3ccccc3)N3CCOCC3)cc12 (stereo not given)	1%	-4%	-3%	1%	8%	-6%	22%	2%	-20%	2%
COCCNC(=O)CN(C(=O)CCC(=O)Nc1ccccn1)c1ccc(C)cc1C	0%	-7%	-2%	1%	-2%	.	-2%	-4%	-7%	0%
COc1cccc(-n2c(CN3CCN(c4ccccn4)CC3)nc3ccc([N+](=O)[O-])cc3c2=O)c1	-19%	3%	4%	-5%	?	-1%	16%	?	-19%	12%
CSc1nc2nccc(-c3ccc(Oc4ccccc4)cc3)n2n1	-11%	11%	-1%	?	3%	-2%	?	7%	2%	-3%
COc1ccccc1C(=O)NCC(=O)NCCCN1CCOCC1	2%	.	0%	0%	.	1%	.	8%	3%	1%
Nc1cc(S(=O)(=O)Nc2ccc(Cl)cc2)ccc1N1CCOCC1	2%	16µM*	-6%	?	-9%	8%	4%	1%	-21%	-16%
Cc1cccc(-c2nc3c(c(SCC(=O)N4CCCC4)n2)COC(C)(C)C3)c1	0%	0%	-4%	4%	-2%	9%	-3%	2%	19%	-5%
CC1CN(c2cc(-c3ccccc3)c3ccccc3n2)CC(C)O1 (stereo not given)	-4%	1%	1%	4%	-6%	5%	14%	8%	-11%	-4%
Cc1cc(C)nc(NC(=O)C(c2ccccc2)c2ccccc2)n1	0%	0%	2%	1%	3%	-7%	21%	3%	-1%	-2%
CCC(C)C(NC(=O)C1CCC(=O)N1C(=O)OCc1ccccc1)C(=O)NC(C(=O)N1CCCC1C(N)=O)C(C)CC (stereo not given)	2%	-9%	2%	2%	-1%	2%	22%	1%	-6%	-1%
O=C(Nc1nnc(-c2ccco2)o1)c1cccc(N2C(=O)CCC2=O)c1	-9%	4%	-6%	-16%	-5%	21%	-33%	-3%	11%	-5%
O=C1[C@@H]2[C@H](C(=O)N1n1cnnc1)[C@H]1C=C[C@@H]2C1	2%	-2%	7%	-1%	-9%	4%	-12%[10 µM]	1%	-14%	1%
O=[N+]([O-])c1cc([N+](=O)[O-])c(Oc2cncc(Cl)c2)cc1NC1CCCCCCC1	?	-28%	-2%	7%	9%	.	2%	?	21%	-1%
Cc1ccc2nc(SCCCCOc3ccccc3)[nH]c2c1	1%	1%	3%	?	2%	1%	-2%	2%	-7%	3%
O=C(CN(Cc1ccco1)C(=O)CNS(=O)(=O)c1ccc(Cl)cc1)NCc1ccco1	0%	0%	-1%	-1%	-10%	1%	25%	6%	7%	-6%
OCCNCc1cccc(OCc2ccc(Cl)cc2)c1	3%	15%	8%	-16%	1%	-7%	4%	-15%	35%	18%
Cc1ccc(OCC(=O)NC(=S)Nc2ccc(Br)cn2)cc1C	3%	-2%	3%	0%	2%	-2%	-17%	4%	-5%	5%
CCN(CC)CCNC(=O)Cn1cnc2sc(C)c(S(=O)(=O)N3CCC(C)CC3)c2c1=O	0%	0%	2%	-3%&-1%	5%	-4%	-4%	0%	22%	-3%
COc1cc(C(=O)NCCOC(=O)c2cccc(N(C)C)c2)cc(OC)c1OC	0%	-18%	1%	-1%	-6%	-5%	0%	2%	0%	-2%
CC(=O)Nc1cc(C(C)(C)C)c(O)c(C(C)(C)C)c1	1%	1%	-4%	7%	8%	0%	-2%	4%	-18%	1%
COC(=O)CC(N)c1ccc(OC)c2ccccc12 (stereo not given)	-1%	6%	-2%	2%	17%	-1%	7%	-1%	5%	-2%
COc1ccc([C@]23Cc4cc(OC)c(OC)cc4C(O2)C2=C(CC(C)(C)CC2=O)O3)cc1	.	-3%[10 µM]	-2%[1.84 µM]	2%[11.5 µM]	-2%[11.5 µM]	.	1%[10 µM]	.	.	-1%[1.84 µM]
CCCCn1c(N)c(N(CCOC)C(=O)CCCc2nc3ccccc3s2)c(=O)[nH]c1=O	-1%	.	-1%	1%	.	0%	.	4%	6%	-3%
O=C(Nc1ccccc1)OC1CCCCc2cccnc21 (stereo not given)	-4%	-8%	2%	?	-1%	2%	-33%	4%	6%	-3%
N#CCSc1n[nH]c2nc3c(c(=O)n12)C1(CCCC1)Cc1ccccc1-3	-12%	-1%	0%	2%	7%	-2%	-14%	4%	-41%	1%
Oc1cc2c(cc1C(c1ccc(Br)cc1)N1CCCC1)OCO2 (stereo not given)	5%	8%	-3%	-20%	6%	5%	-3%	4%	-31%	-2%
CCCCN(C)C(=O)C1CCN(Cc2cccnc2)CC1	-4%	-3%	0%	4%	-10%	2%	3%	1%	-33%	-1%
CC(=O)Nc1cccc(-c2nc3ccccc3s2)c1	?	-4%	?	9.5µM*	?	?	9%	-4%	79%	2.2µM*
COc1ccc(C2=NOC(Cn3nc(-c4ccccc4)cc3C(=O)NCc3cccc(C(F)(F)F)c3)C2)cc1 (stereo not given)	0%	.	.	.	.	0%	.	2%	-4%	.
CCN(CC)S(=O)(=O)c1ccc(/C=C/C(=O)Nc2ccc(F)cc2F)cc1	8%	-27%	-4%	-7%	14%	?	?	-6%	-4%	-12%
CCN(CC(=O)Nc1ccc(OC)cc1)C(=O)CSCC(=O)Nc1cc(C)on1	1%	.	-7%	8%	.	13%	.	-3%	-1%	2%
NC(=O)[C@H]1CC2(CC(c3cccc(NC(=O)[C@H]4CCC(=O)N4)c3)=NO2)CN1C(=O)c1ccccc1C(=O)c1ccccc1 (stereo not given in full)	3%	1%	-1%	1%	4%	0%	22%	-11%	13%	-10%
CN(CC(=O)Nc1cccc(F)c1)C(=O)c1cc(S(=O)(=O)N2CCN(c3ccccc3)CC2)ccc1Cl	-10%	.	-9%	1%	.	-4%	.	-22%	-52%	-11%
CN(C(=O)c1ccc(Oc2ccc([N+](=O)[O-])cc2)cc1)C1CCCCC1	12%	?	-14%	0%	?	.	?	2%	-21%	-2%
COc1ccc(N2CCN(C(=O)CCCOc3cc(=O)n(C)c4ccccc34)CC2)cc1	0%	-9%	-1%	3%	-2%	-9%	-27%	.	-53%	2%
CC(=O)NC(CC(=O)NC12CC3CC(CC(C3)C1)C2)c1ccccc1 (stereo not given)	-1%	-8%	-2%	-2%	-14%	-9%	24%	4%	-5%	-3%
Cc1noc(C)c1COc1ccc(C(=O)OCC(N)=O)cc1	4%	-20%	1%	-3%	2%	-4%	-35%	1%	1%	-5%

High-throughput results: PubChem, National Center for Advancing Translational Sciences (NCATS)
